Screens: PubChem BioAssay, several laboratories
Large T inhibition: SV40 large T antigen inhibitors, biochemical (AID 1903). inhibition, % at 20 µM; hits with a dose series show IC50 in µM. actives 0.39% (n = 310,000). SV40 large T antigen ATPase/helicase inhibition assay; higher % means a stronger effect; in the data active = a potency from the dose series; inconclusive = inhibition mostly from about 32% at the one dose, without a potency; inactive = the rest, 99 in 100 with inhibition below about 32%; also: strong numbers were not always called active
Myeloid diff 2: compounds promoting myeloid differentiation | ER-HoxA9 myeloid progenitors, lysozyme-GFP differentiation, flow cytometry | AID 624256 | actives 1% (n = 360,000) | calls only at 10 µM;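 active = normalized GFP-positive differentiation at or above the plate's own cutoff, the solvent-only control mean plus 3 SD; inconclusive = no clear call, values can overlap the other calls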;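 also: cells exposed to compound for four days before flow analysis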
NTR1 agonist: agonists of NTR1, primary screen, imaging, U2OS cells, beta-arrestin-GFP, high content (AID 493036); P30989; NTR1-U2OS beta-arrestin-GFP spot imaging, agonist mode; activation, % at 20 µM; actives 0.17% (n = 330,000);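 active = activation at or above 40% of the spot to cytoplasm intensity ratio, with at least 20 cells analyzed; inconclusive = wells under 20 cells, flagged as cytotoxic or low count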;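 also: 0% = DMSO without peptide and 100% = 100 nM NTR1 peptide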
Target sequence (P30989 whole entry, looked up): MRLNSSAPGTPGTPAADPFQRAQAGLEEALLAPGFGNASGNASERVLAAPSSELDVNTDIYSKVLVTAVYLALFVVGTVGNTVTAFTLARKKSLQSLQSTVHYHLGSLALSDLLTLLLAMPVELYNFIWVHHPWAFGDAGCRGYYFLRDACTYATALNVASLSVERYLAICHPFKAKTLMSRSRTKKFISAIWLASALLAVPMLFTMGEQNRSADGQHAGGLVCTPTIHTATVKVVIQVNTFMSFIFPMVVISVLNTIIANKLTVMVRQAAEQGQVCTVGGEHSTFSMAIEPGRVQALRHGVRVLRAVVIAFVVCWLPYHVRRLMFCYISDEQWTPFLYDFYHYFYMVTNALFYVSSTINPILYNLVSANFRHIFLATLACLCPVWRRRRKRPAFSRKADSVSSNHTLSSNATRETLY
MgcRacGAP inhibition: MgcRacGAP GTPase-activating activity inhibitors, confirmation, biochemical, ADP Hunter fluorescence; MgcRacGAP-stimulated Rac1 GTP hydrolysis, ADP Hunter fluorescence; higher % means a stronger effect; GST-tagged Rac1 F28L mutant substrate; one-dose inhibition, % at 30 µM; IC50 in µM for titrated hits; actives 0.6% (n = 340,000); AID 624330;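 active = first-screen hits whose inhibition reached a set limit at any dose in the follow-up dose series; inconclusive = inhibition above the set first-screen limit but never retested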;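 also: fluorescence reports GDP produced by GAP-driven GTP hydrolysis; strong numbers were not always called active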
T cell HTS: modulates CD8 T cell binding to vesicles; actives 0.068% (n = 330,000); calls only at 7 µM; 2C CD8+ T cell-vesicle binding, flow cytometry; hits give low values;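 active = response, share of CD8 T cells binding vesicles, and their 90th percentile fluorescence all below set limits, cut at about 80% in these data, passing the limit was not always enough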
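Assay system: 2C TCR transgenic mouse naive CD8+ T cells, MACS-purified | Read-out: CD8+ gate FL2 mean fluorescence as % of same-row positive control | Signal: High-throughput flow cytometry with anti-B7-1 and anti-CD8 staining | Timing: Binding step 1.5 h, 37 °C, antibody labelling 20 min, ice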
UTI89 phage lysis: inhibition of K1F phage lysis, E. coli UTI89, bacterial capsule biogenesis inhibitors, alamar blue (AID 488966). actives 0.02% (n = 340,000). E. coli UTI89 K1F phage lysis, alamar blue, 2 h; higher % means a stronger effect. inhibition, % at 100 µM; hits with a dose series show IC50 in µM;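 active = phage lysis inhibition, versus mean bacterial control, above a set limit; inconclusive = no clear call, values can overlap the other calls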;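 also: capsule biogenesis inhibitors block K1F phage lysis so surviving cells raise fluorescence; higher fluorescence means more inhibition of phage lysis; actives were called in the ten point dose series up to 300 µM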
TNAP activators: human TNAP enzyme activators, primary screen, biochemical, luminescent, no phosphate acceptor, uHTS (AID 1001); purified TNAP, luminescent activation assay, no phosphate acceptor; higher activation fold means a stronger effect; activation fold at 20 µM, or EC50 in µM where a hit was titrated; actives 0.03% (n = 200,000); in the data active = activation fold from about 3, or a potency from the dose series; inactive = the rest, 99 in 100 with activation fold below about 1.6; also: many of its hits are not listed in these tables
RSV antiviral HEp-2: RSV antiviral activity via CPE protection, HEp-2 cells, primary 10 µM value included (AID 2391); HEp-2 cells, RSV-induced CPE inhibition; higher % means a stronger effect; one-dose CPE inhibition, % at 10 µM; IC50 in µM for titrated hits; actives 0.13% (n = 310,000); in the data active = a potency from the dose series; inconclusive = CPE inhibition mostly from about 23% at the one dose, without a potency; inactive = the rest, 99 in 100 with CPE inhibition below about 21%; also: strong numbers were not always called active
PhoP inhibition: PhoP-dependent GFP reporter repression – Salmonella Typhimurium, primary screen (AID 1863); S. Typhimurium PhoP-regulated promoter GFP reporter, 4 h; higher % means a stronger effect; inhibition, % at 50 µM, or IC50 in µM where a hit was titrated; actives 0.16% (n = 300,000);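 active = inhibition over 29.93%, a cutoff 3 SD above the screen mean, later confirmed by dose response; inconclusive = inhibition over 29.93% but no dose response follow-up; inactive = inhibition at most 29.93% or unconfirmed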;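 also: 0% = low Mg2+ inducing control and 100% = high Mg2+ repressing control; strong numbers were not always called active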
T cell HTS vesicle-bound %: recorded beside T cell HTS, whose call it bears; double positive events, %; measured here: CD8+ vesicle-bound cell fraction;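 binding gate set so that unloaded-vesicle control wells show 10% double positive cells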
NTR1 agonist cell count 20 µM: recorded beside NTR1 agonist, whose call it bears; cell count; measured here: cell count, cytotoxicity flag
Myeloid diff 2 GFP+ MAC1+ %: recorded beside Myeloid diff 2, whose call it bears; GFP+ MAC1+ double positive, %; measured here: differentiation confirmed by MAC1 staining
An asterisk follows results filed as active; i = inactive; ? = inconclusive; . = not tested or not shown; [ ] = remark or other dose.

Each structure is followed by: Large T inhibition	Myeloid diff 2	Myeloid diff 2 GFP+ MAC1+ %	NTR1 agonist	NTR1 agonist cell count 20 µM	MgcRacGAP inhibition	T cell HTS	T cell HTS vesicle-bound %	UTI89 phage lysis	TNAP activators	RSV antiviral HEp-2	PhoP inhibition
#1 Cc1ccc2nc(NC(=O)CSCC(=O)OCC(=O)c3ccc(Br)cc3)sc2c1
  -3%	i	1.0	3.3	87	8%	i	51	3.2%	1.1	2.3%	-8%
#2 CCOc1ccc(/C=C/c2nc(C#N)c(NCCCOC)o2)cc1
  9%	.	.	2.0	61	-2%	i	52	2.3%	.	2.1%	-8%
#3 CCOC(=O)c1ccc(NC(=O)c2cc(OC)c(OC)c(OC)c2Br)cc1
  0%	i	0.5	0.5	85	3%	i	30	-0.1%	1	3.9%	18%
#4 CCOC(=O)C1=C(c2ccccc2)ON(C)C1c1ccccc1 (stereo not given)
  6%	i	0.5	-1.7	62	6%	i	50	3.1%	1.1	0.8%	4%
#5 O=C(c1ccccc1)c1ncc[nH]1
  7%	i	0.2	0.1	80	4%	i	54	0.0%	.	2.4%	4%
#6 Clc1ccc(CSc2snnc2-c2ccccc2)cc1
  5%	i	2.6	-0.7	64	5%	i	28	0.3%	1.1	7.0%	-5%
#7 COc1ccc(/C=N/NC(=O)c2cc3c(OC)ccc(OC)c3[nH]2)cc1O
  23%	.	.	4.5	95	13%	i	29	0.3%	.	2.5%	.
#8 Cn1ncc(C#N)c1NC(=O)c1nn2cccnc2c1Cl
  3%	i	0.9	0.9	34	4%	i	17	1.1%	1.1	0.6%	-4%
#9 CC(C)CNS(=O)(=O)c1ccc(CCC(=O)N2CCOCC2)cc1
  6%	i	3.8	-2.0	78	7%	i	27	2.9%	1.1	0.9%	-8%
#10 CS(=O)(=O)Nc1ccc(-c2cn3cccnc3n2)cc1
  0%	i	1.4	0.5	35	8%	i	37	-0.1%	.	2.2%	18%
#11 CC(C)CNC(=S)N(Cc1ccco1)Cc1cc2cc3c(cc2[nH]c1=O)OCCO3
  9%	i	0.7	4.6	58	13%	i	40	4.2%	1.1	4.1%	6%
#12 Cc1ccc(/C=N/n2cc(-c3ccccc3)[nH]c2=S)s1
  12%	i	0.7	0.7	42	15%	i	11	0.0%	0.8	3.7%	-5%
#13 O=C(Nc1cccc(OCC(=O)N2CCOCC2)c1)c1cccc([N+](=O)[O-])c1
  -2%	i	0.2	0.3	33	5%	i	9	-0.1%	1.1	-0.9%	6%
#14 CSc1ccc(S(=O)(=O)NCC(=O)OCC(=O)NCc2cccs2)cc1[N+](=O)[O-]
  13%	i	1.0	4.9	62	5%	i	38	0.7%[50 µM]	.	-0.5%	1%
#15 CNc1cc([N+](=O)[O-])ccc1OCc1ccccc1
  21%	i	0.4	2.5	61	8%	i	53	-0.2%	.	50%	-5%
#16 N/C(Cc1ccc([N+](=O)[O-])cc1)=N\OC(=O)c1ccccc1Br
  15%	i	1.0	0.6	75	11%	i	3	0.2%	1.1	3.0%	-6%
#17 COc1ccccc1-c1nnc(SCC(=O)NCc2c(C)c(Cl)cc(C(C)C)c2O)o1
  8%	i	5.7	28	41	6%	i	27	0.2%	1.1	-3.1%	-5%
#18 CCOC(=O)CCCCC(=O)c1[nH]c(=O)[nH]c1CSc1nc(C)cc(C)n1
  13%	i	1.0	11	56	0%	i	14	9.2%	1.1	2.8%	-5%
#19 CCC(C)NC(=O)Nc1ccc2c(c1)N(C)C(=O)c1ccccc1S2 (stereo not given)
  8%	i	1.2	0.0	84	8%	i	42	-0.1%	1.6	2.2%	-5%
#20 CN(C)Cc1c(O)ccc2c3c(c(=O)oc12)CCCCC3
  -3%	i	0.6	-1.2	46	14%	i	18	0.1%	1.2	-0.2%	-6%
#21 CCN(CC(=O)Nc1ccc(OC)cc1)C(=O)c1ccc2c(=O)n3c(nc2c1)CCC3
  .	i	0.1	5.0	56	6%	i	38	0.5%[50 µM]	.	0.5%	.
#22 COc1ccc(CCN=C(N)NS(=O)(=O)c2ccc(C)cc2)cc1OC
  1%	i	0.4	0.6	69	2%	i	63	-0.1%	1.2	0.2%	1%
#23 CC1CCN(Cc2nnc(-c3cccc(Br)c3)o2)CC1
  9%	i	0.7	0.5	45	-9%	.	.	-0.2%	.	4.2%	-4%
#24 O=C(Nc1ccccc1Cl)c1ccn[nH]1
  8%	i	0.8	-0.4	48	4%	i	57	-0.6%	1	2.7%	-1%
#25 CCN(CC(=O)NCc1ccc(Cl)cc1)C(=O)c1ccc(C#N)cc1
  3%	.	.	4.3	39	8%	i	6	0.1%	.	1.6%	-2%
#26 COc1ccc(OCCN2CCN(S(=O)(=O)c3ccccc3C(F)(F)F)CC2)cc1
  .	i	2.2	-1.2	55	10%	i	41	-0.1%[50 µM]	.	0.1%	.
#27 COc1ccccc1NC(=O)COC(=O)c1ccccn1
  5%	i	0.4	0.5	40	8%	i	36	0.7%	.	1.2%	-4%
#28 COc1ccccc1Cn1[nH]nnc1=S
  23%	i	1.1	-0.9	63	16%	i	30	-0.1%	.	0.4%	-16%
#29 CCC(CC)C(=O)N1CCN(Cc2ccc3c(c2)OCO3)CC1
  14%	i	2.3	-0.6	57	-8%	i	34	-1.7%	1.2	1.3%	21%
#30 Nc1nnc(N2CCCCC2)s1
  10%	i	6.2	0.1	56	7%	i	3	-0.9%	1.1	-0.8%	6%

[31] O=C(N/N=C/c1cccc([N+](=O)[O-])c1)C1CC(=O)N(c2ccc(Br)cc2)C1 (stereo not given)
[32] C(=N\N1CCN(C2c3ccccc3-c3ccccc32)CC1)/c1cccs1
[33] CC(C)c1nc2ccc(NC(=O)C34CC5CC(CC(C5)C3)C4)cc2[nH]1
[34] COc1cc2c(cc1OC)CN(C(=O)c1sccc1C)CC2
[35] CN(C)/C=C1\N=C(c2cccs2)OC1=O
[36] Cc1occc1C(=O)N/N=C/c1ccc(Br)s1
screen / no. | 31 | 32 | 33 | 34 | 35 | 36
Large T inhibition | -1% | 5% | 6% | 0% | 27% | 9%
Myeloid diff 2 | i | i | i | i | i | i
Myeloid diff 2 GFP+ MAC1+ % | 0.4 | 0.6 | 1.2 | 1.0 | 0.6 | 0.0
NTR1 agonist | 2.8 | 3.1 | 2.6 | 0.2 | -0.8 | -0.5
NTR1 agonist cell count 20 µM | 78 | 50 | 55 | 52 | 52 | 29
MgcRacGAP inhibition | 3% | 4% | 16% | 0% | 14% | 10%
T cell HTS | i | i | i | i | i | i
T cell HTS vesicle-bound % | 16 | 48 | 34 | 30 | 17 | 44
UTI89 phage lysis | -0.1% | -0.1% | 0.0% | -1.9% | 1.8% | 0.7%
TNAP activators | 1 | 1.1 | 1 | . | 1 | 1
RSV antiviral HEp-2 | 9.9% | 1.7% | 3.4% | . | 1.0% | 0.1%
PhoP inhibition | -4% | 39% | -7% | -1% | 6% | 10%

Arranged by molecular weight (falling): part of the list above.
[32] C(=N\N1CCN(C2c3ccccc3-c3ccccc32)CC1)/c1cccs1
[33] CC(C)c1nc2ccc(NC(=O)C34CC5CC(CC(C5)C3)C4)cc2[nH]1
[34] COc1cc2c(cc1OC)CN(C(=O)c1sccc1C)CC2
[36] Cc1occc1C(=O)N/N=C/c1ccc(Br)s1
screen / no. | 32 | 33 | 34 | 36
Large T inhibition | 5% | 6% | 0% | 9%
Myeloid diff 2 | i | i | i | i
Myeloid diff 2 GFP+ MAC1+ % | 0.6 | 1.2 | 1.0 | 0.0
NTR1 agonist | 3.1 | 2.6 | 0.2 | -0.5
NTR1 agonist cell count 20 µM | 50 | 55 | 52 | 29
MgcRacGAP inhibition | 4% | 16% | 0% | 10%
T cell HTS | i | i | i | i
T cell HTS vesicle-bound % | 48 | 34 | 30 | 44
UTI89 phage lysis | -0.1% | 0.0% | -1.9% | 0.7%
TNAP activators | 1.1 | 1 | . | 1
RSV antiviral HEp-2 | 1.7% | 3.4% | . | 0.1%
PhoP inhibition | 39% | -7% | -1% | 10%

Additional structures follow:
[37] COc1ccc(Cc2nc3ccc(C(=O)N4C[C@@H](C)O[C@@H](C)C4)cc3o2)cc1OC
[38] CCOC(=O)c1ccc(S(=O)(=O)Nc2ccc(N3CCOCC3)cc2)cc1
[39] O=C(C1=C[C@@H](c2coc3ccccc3c2=O)C[C@@H](OCCCCO)O1)N1CCOCC1
[40] COc1ccc(CN(C(=O)c2cccs2)c2ccccc2)cc1
screen / no. | 37 | 38 | 39 | 40
Large T inhibition | . | 10% | 3% | 7%
Myeloid diff 2 | i | ? | i | i
Myeloid diff 2 GFP+ MAC1+ % | 3.3 | . | 1.9 | 0.4
NTR1 agonist | 0.7 | -1.7 | -0.8 | 0.9
NTR1 agonist cell count 20 µM | 71 | 53 | 66 | 46
MgcRacGAP inhibition | -12% | 8% | 5% | -1%
T cell HTS | i | i | i | i
T cell HTS vesicle-bound % | 17 | 18 | 36 | 28
UTI89 phage lysis | 0.1% | -0.1% | 0.2% | 0.4%
TNAP activators | . | . | 1 | 1.1
RSV antiviral HEp-2 | 0.1% | 1.1% | 0.5% | 1.6%
PhoP inhibition | 1% | 2% | -1% | 1%
